High-throughput results: PubChem BioAssay, Sanford-Burnham Center for Chemical Genomics
TIM10 inh: TIM10 yeast growth inhibition. 330,000 tested, 1.4% active. AID 463195. inhibition, % at 10 µM. S. cerevisiae TIM10 strain growth, BacTiter-Glo luminescence, 24 h;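 active means inhibition of 40% or more at the single tested concentration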;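 further: wild-type TIM10 isogenic control strain grown at permissive 25 °C; 0% = DMSO yeast wells and 100% = minimal medium wells without yeast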
APJ agonist: APJ receptor agonism; P35414; CHO-K1 APJ PathHunter beta-arrestin, luminescence; 0% DMSO wells, 100% apelin; activation, % at 20 µM; 330,000 tested, 0.11% active; AID 2520;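 active means activation more than six SD over the plate average, tested at 20 µM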;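 further: 0% = DMSO alone and 100% = apelin-13 at 10 nM; some results filed as inactive read as strong as hits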
Target sequence (P35414 whole entry, looked up): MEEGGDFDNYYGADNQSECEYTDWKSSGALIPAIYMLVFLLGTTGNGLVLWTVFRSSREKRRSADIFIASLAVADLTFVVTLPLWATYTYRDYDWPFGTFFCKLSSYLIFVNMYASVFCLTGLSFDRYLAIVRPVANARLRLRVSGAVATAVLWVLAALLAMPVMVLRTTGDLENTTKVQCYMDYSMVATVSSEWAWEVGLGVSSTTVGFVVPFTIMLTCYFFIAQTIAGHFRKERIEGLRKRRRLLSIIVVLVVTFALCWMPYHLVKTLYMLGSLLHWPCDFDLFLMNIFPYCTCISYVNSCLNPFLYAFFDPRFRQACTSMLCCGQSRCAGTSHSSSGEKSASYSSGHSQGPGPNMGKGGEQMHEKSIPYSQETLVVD
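Assay system: engineered CHO-K1 APJ arrestin reporter cells; Amount: 1000 CHO-K1 reporter cells seeded per well; Dosing: one dose, 20 µM compound, 1% DMSO; Times: compound stimulation 90 min at 25 °C, detection 60 min; Measured by: luminescent beta-gal fragment complementation, chemiluminescent substrate; Read-out: APJ–arrestin association signal; Controls: DMSO vs Apelin-13 10 nM.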
tim10-1 inh: tim10-1 yeast growth inhibition | 330,000 tested, 2.2% active | AID 463190 | S. cerevisiae tim10-1 ts strain growth, BacTiter-Glo, 24 h | inhibition, % at 20 µM;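 active means inhibition of at least 40%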;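 further: mutant grown at 25 °C; 0% = DMSO wells with yeast and 100% = wells holding no yeast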
NLRP3 yeast inh: blocks the NALP3 inflammasome reconstituted in yeast; Yeast reconstituted NLRP3/ASC/caspase-1, beta-gal luminescence, 24 h; inhibition, % at 10 µM; 330,000 tested, 0.39% active;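 active means inhibition of 50% or more; inactive means inhibition below 50%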;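 further: plate controls were induced DMSO wells for no effect and uninduced yeast grown without galactose for full effect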
tim23-1 inh: growth inhibitors of tim23-1 mutant yeast. AID 463212. inhibition, % at 20 µM. 330,000 tested, 1.3% active. S. cerevisiae tim23-1 growth, BacTiter-Glo luminescence, 24 h;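 active means growth inhibition of the mutant yeast at or above 50%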;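 further: temperature-sensitive mutant grown at 25 °C; plate controls were DMSO-treated mutant yeast for no effect and medium wells lacking yeast for full effect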
GRIN3A LBD mod: modulators (binders) of human NR3A ligand-binding domain. NR3A LBD differential scanning fluorimetry, Tm shift; 0% = protein alone, 100% = glycine-bound protein. Tm shift relative to glycine control, % at 25 µM. 340,000 tested, 2.5% active;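 active means melting temperature shift of at least 10% of the positive control shift, at one fixed dose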
Mdm2-MdmX inh: human Mdm2/MdmX binding inhibition; 330,000 tested, 3% active; inhibition, % at 8 µM; AID 485346; O15151+Q00987; SaOS-2 split-luciferase Mdm2/MdmX complementation, luminescence;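 active means inhibition of at least 50% at 8 µM in the primary screen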
UPR CHOP act: apoptotic UPR (CHOP) activation | CHO-CHOP luciferase reporter, luminescence; percent of tunicamycin response over DMSO baseline | activation, % at 10 µM | 330,000 tested, 0.34% active;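 active means at 10 µM dose, activation of 40% or more, normalized to positive control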;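 further: 100% = tunicamycin at 10 µg/mL and 0% = DMSO alone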
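Test system: CHO-CHOP cells, stable luciferase reporter of PERK-eIF2a-CHOP signalling | Quantity: 500 CHO-CHOP cells per well | Buffer or medium: F12 plus 10% serum | Compound dosing: 10 µM single point, 0.5% DMSO | Schedule: 6 h compound treatment, 37 °C | Signal: Luciferase luminescence | Control set: Tunicamycin high control, DMSO low control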
UPR XBP1 act: activators of adaptive arm of unfolded protein response (XBP1); CHO-XBP1 luciferase reporter, IRE1-XBP1 UPR activation, luminescence; percent of tunicamycin response, DMSO as zero; activation, % at 20 µM; 330,000 tested, 0.33% active;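 active means versus positive control, 20 µM dose yields 30% or more activation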;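 further: 100% = tunicamycin at 10 µg/mL and 0% = DMSO only wells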
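Material: CHO-XBP1 cells stably carrying IRE1-XBP1-driven luciferase reporter | Medium: F12 with 10% serum | Compound dosing: 20 µM single concentration, DMSO 1% | Incubation: Overnight seeding at 37 °C, 6 h compound treatment at 37 °C | Detection: Steady-Glo luminescence read | Read-out basis: % activation of reporter signal versus tunicamycin and DMSO controls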
* = called active by the depositor; . = no result given.

SMILES	TIM10 inh	APJ agonist	tim10-1 inh	NLRP3 yeast inh	tim23-1 inh	GRIN3A LBD mod	Mdm2-MdmX inh	UPR CHOP act	UPR XBP1 act
CC(=O)c1ccc(NC(=S)N(C)C2CCN(C)CC2)cc1	6	-3	-13	-4	-5	20*	-23	2.2	-2
Cc1cc(C)n2nc(SCC(=O)NC(=O)c3ccccc3)nc2n1	-7	-4	4	11	12	-3	25	0.0	-1
O=C(NCC1CCCO1)C1CCN(C(=O)c2ccc(Cl)cc2)CC1 (stereo not given)	1	2	10	-2	3	-1	-31	0.0	1
CCOc1ccccc1NC(=O)CSc1nc(=O)n(Cc2ccccn2)c2c1CCC2	5	-7	-3	18	4	0	23	1.2	1
CC1(C)C(=O)OC(C(=O)c2ccc(Cl)cc2)C(C)(C)C1=O (stereo not given)	10	-1	30	19	24	-3	1	-1.4	-5
COc1ccc(-n2nc(C(=O)N(C)C)nc2-c2ccccc2)cc1	1	-6	9	20	18	0	14	0.2	2
CCOC(=O)C(Cc1c[nH]c2ccccc12)NC(=O)c1ccco1 (stereo not given)	19	-2	3	13	16	3	8	-0.2	3
Nc1cccc(Oc2c(F)c(F)c(Oc3cccc(N)c3)c(F)c2F)c1	13	5	-51	41	47	23*	-23	3.4	0
COCCCNc1nc(=S)[nH]c2cc(OC)c(OC)cc12	10	-3	4	4	-2	2	22	1.9	0
CC(=O)Nc1ccc(NC(=O)CN2CCCC(C)C2)c(Cl)c1 (stereo not given)	-1	4	-7	3	2	1	-35	1.2	7
COc1ccc(-c2cc3ccccc3n2CC(O)CN2CCN(CCO)CC2)cc1 (stereo not given)	9	-2	1	1	6	1	-19	0.1	2
COc1ccc(CCNC(=O)Cn2cccc2C(=O)c2ccccc2)cc1OC	-14	-2	-1	17	5	1	-5	-0.4	-2
O=C1NC(C(=O)O)=CC(c2cccc(Cl)c2Cl)N1 (stereo not given)	2	8	3	18	14	0	-7	-0.4	0
CC1S/C(=N/N=C/c2cccc([N+](=O)[O-])c2)NC1=O (stereo not given)	11	-1	-3	15	5	1	-16	1.1	1
COc1ccccc1C(=O)NCc1ccccc1	6	-23	7	11	-9	-2	-15	-0.7	6
Cc1cccc(-c2nnc(NC(=O)c3ccc(N4C(=O)CCC4=O)cc3)s2)c1	-36	0	6	0	-3	-28	34	0.9	-1
O=C1Nc2cc3c(cc2Sc2ccccc21)OCCO3	13	2	13	44	12	0	-18	-2.2	-1
O=C(NCc1ccccc1CN1CCCC1)C1CCN(S(=O)(=O)c2ccc(F)c(F)c2)CC1	12	-1	7	7	12	-1	-1	-1.7	1
CN1CCC(N(C)C(=O)NC2CCCCC2)CC1	12	-1	9	-10	-2	0	19	-1.7	-1
CSc1ncccc1C(=O)OCC(=O)c1cccc(Br)c1	1	-3	39	18	26	-4	11	-0.1	2
COC(=O)Cn1c(=NC(=O)c2sc3ccccc3c2Cl)sc2cc(S(N)(=O)=O)ccc21	3	-2	36	13	9	13*	64*	3.6	-1
CCc1ccc(NC(=O)c2cc(C)on2)cc1	9	-3	10	13	17	1	-106	-0.9	-3
O=C(NCc1ccccc1Cl)c1cc(C(=O)C2CC2)c[nH]1	-4	0	-7	-4	-2	0	38	-1.7	-3
Cc1ccc2cc3c(NC(=O)c4ccco4)nn(C)c3nc2c1	9	3	20	31	26	1	3	0.9	3
Oc1c(Cl)cc(Cl)cc1CNc1ccccn1	10	-1	4	52*	52*	-4	32	0.6	-4
O=C1CCc2cc(S(=O)(=O)Nc3cccc(F)c3)cc3c2N1CC3	5	-2	-12	7	1	.	12	-0.5	-3
COc1cccc(NS(=O)(=O)c2ccc(NC(C)=O)cc2)c1	-1	-3	8	9	3	1	-1	-0.5	-2
CC(C)(C)c1ccc(C(=O)OCCNC(=O)c2c(Cl)nc3ccccn23)cc1	26	-5	23	-5	27	-9	7	-0.8	0
COCCCNC(=O)/C(C#N)=C/c1c(N2CCN(c3cccc(Cl)c3)CC2)nc2c(C)cccn2c1=O	15	-3	26	23	22	-3	24	7.8	-2
COc1ccccc1NC(=O)C(=O)NCCC1CCCCN1S(=O)(=O)c1ccc(F)cc1 (stereo not given)	17	-2	24	21	31	-5	8	1.3	-4
Cc1occc1C(=O)Nc1cccc(S(=O)(=O)N2CCOCC2)c1	6	0	-3	17	1	0	2	-2.4	-1
CCS(=O)(=O)NCC(c1ccco1)N1CCN(c2ccc(F)cc2)CC1 (stereo not given)	4	0	5	4	1	-1	-1	1.9	1
O=C(NCCc1c[nH]c2ccccc12)C(F)(F)F	-12	4	9	4	11	-19	5	-2.1	0
Cn1c(Cn2nnc3ccccc32)nnc1SCC(=O)Nc1ccc2c(c1)OCO2	3	-2	0	-1	-7	5	11	-3.6	1
O=[N+]([O-])c1cc(Cl)ccc1Oc1ccc(-c2nnco2)cc1	3	-2	18	24	15	0	14	0.6	2
O=C(c1ccncc1)N1CCN(S(=O)(=O)c2ccc(F)cc2)CC1	5	7	-14	7	0	0	30	0.9	0
Cc1ccc(OCCCC(=O)Nc2ccc(N3CCOCC3)cc2)cc1	-3	-2	12	20	1	0	-16	1.8	-2
O=C(O)CCCc1ccc2ccc3cccc4ccc1c2c34	19	-4	43*	48	42	1	-2	0.3	-2
Nc1ccc(-n2nncc2-c2ccco2)cc1	4	-2	16	6	12	-1	-6	-0.5	1
CC(C)N1CCC(NC(=O)Nc2ccccc2)CC1	-2	-1	4	12	9	-1	15	-0.7	2
COc1ccc(OC)c(NC(=O)CCCNC(=O)c2ccc(Cl)cc2)c1	-14	-1	8	11	-6	-1	-29	-2.6	-4
COC(=O)CNS(=O)(=O)c1ccc(C)cc1	12	0	12	3	3	-4	35	-0.6	-2
COc1ccc(CNC(=O)CN(c2ccc(C)cc2)S(=O)(=O)c2c(C)nn(C)c2C)cc1	5	-5	14	16	15	1	9	-2.9	-3
O=C(NCC1CCCO1)C(=O)N/N=C/c1cc(Cl)ccc1O (stereo not given)	18	-3	13	7	42	-3	7	-2.3	-4
CCN(CC(=O)N1CCCCCC1)S(=O)(=O)c1ccc(C)cc1	-2	-3	13	19	19	0	17	-0.1	-3

A draw from above in order of count of non-hydrogen atoms, lowest first:
SMILES	TIM10 inh	APJ agonist	tim10-1 inh	NLRP3 yeast inh	tim23-1 inh	GRIN3A LBD mod	Mdm2-MdmX inh	UPR CHOP act	UPR XBP1 act
COCCCNc1nc(=S)[nH]c2cc(OC)c(OC)cc12	10	-3	4	4	-2	2	22	1.9	0
O=C(NCC1CCCO1)C(=O)N/N=C/c1cc(Cl)ccc1O (stereo not given)	18	-3	13	7	42	-3	7	-2.3	-4
CCN(CC(=O)N1CCCCCC1)S(=O)(=O)c1ccc(C)cc1	-2	-3	13	19	19	0	17	-0.1	-3
Cc1cc(C)n2nc(SCC(=O)NC(=O)c3ccccc3)nc2n1	-7	-4	4	11	12	-3	25	0.0	-1
COC(=O)Cn1c(=NC(=O)c2sc3ccccc3c2Cl)sc2cc(S(N)(=O)=O)ccc21	3	-2	36	13	9	13*	64*	3.6	-1

Carrying on.
SMILES	TIM10 inh	APJ agonist	tim10-1 inh	NLRP3 yeast inh	tim23-1 inh	GRIN3A LBD mod	Mdm2-MdmX inh	UPR CHOP act	UPR XBP1 act
O=C(O)/C(=C\C(=O)c1ccccc1)Nc1ccccc1	-8	-2	-4	10	-15	.	16	1.0	0
O=C(COc1ccccc1Br)N1CCN(c2ccccc2)CC1	21	-4	21	14	38	0	-20	3.8	-2
CC(NC(=O)c1cc(-c2ccncc2)nc2ccc(Cl)cc12)C1CCCO1 (stereo not given)	-3	-2	9	19	-5	0	12	-1.1	-4
CC1CCCN(C2(O)C(=O)Nc3c(C(F)(F)F)cccc32)C1 (stereo not given)	-1	-5	21	18	24	-3	9	1.1	2
S=C(N/N=C/c1ccc2c(c1)OCO2)NC1CC2CCC1C2 (stereo not given)	27	0	9	2	22	-18	-35	5.3	9
CC(=O)Nc1ccc(SCC(=O)N(C)CC(=O)Nc2ccccc2Cl)cc1	-13	0	-5	15	-3	3	-3	0.8	3
Nc1nc2ccc([N+](=O)[O-])c(N)c2s1	-2	2	16	12	7	2	-2	1.4	0
O=C(CCS(=O)(=O)c1cccc2nsnc12)N1CCN(Cc2ccc3c(c2)OCO3)CC1	-2	0	3	-16	-2	-1	-2	1.6	2
COc1ccccc1NC(=O)c1ccc(Cl)c(S(=O)(=O)N2CCOCC2)c1	5	0	17	12	-10	5	21	-1.2	3
Cc1ccccc1C(=O)N1CCC(C(=O)Nc2ccc(C)c(S(=O)(=O)N3CCCCC3)c2)CC1	2	1	4	21	2	-2	41	-0.8	-2
O=C(NCC1OCCc2ccccc21)C1COc2ccccc2O1 (stereo not given)	21	-4	5	14	17	1	9	-0.4	-1
CCC(C(=O)Nc1cc(C)nn1-c1nc(C)cc(C)n1)c1ccccc1 (stereo not given)	44*	-2	26	16	16	1	4	2.0	4
Cc1ccc(-n2nc(C)c3c(C)c(CCC(=O)O)c(C)nc32)cc1C	14	0	15	15	23	0	-3	0.2	-1
C=CCNC(=O)c1ccccc1S(=O)c1ccccc1C#N (stereo not given)	0	-2	-6	22	-4	0	-9	2.6	1
Cc1cccc(C)c1NC(=S)N(CCCN1CCCCC1)Cc1ccco1	-2	-3	-2	12	13	0	6	1.4	-2
CC(C)C[C@H](NC(=O)OC(C)(C)C)C(=O)N1CCC(C(=O)N[C@@H](Cc2c[nH]c3ccccc23)C(=O)O)CC1	10	-3	3	-4	21	-3	-17	2.9	4
Cc1cnc(C(=O)OCC(=O)Nc2cc(Cl)ccc2C#N)cn1	-6	-2	-2	7	1	3	3	-0.4	1
CC(CN1CCOCC1)OC(=O)c1ccccc1 (stereo not given)	3	-1	-2	4	-5	2	2	1.3	4
O=C(O)c1ccc(N=Nc2c(-c3ccccc3)[nH]oc2=O)cc1	10	-4	1	2	8	3	-7	4.1	-1
COc1ccc(C(CNC(=O)c2cccc(Br)c2)N2CCCC2)cc1 (stereo not given)	-1	-4	21	3	7	1	-16	-1.4	0
COC(=O)c1ccc(-c2noc(CN3CCCC(CNC(C)=O)C3)n2)cc1 (stereo not given)	-35	-1	6	-5	6	0	13	-0.1	-1
COc1ccc(/C=N/NC(N)=S)cc1OC(=O)c1cccc2ccccc12	20	11	32	15	17	-1	61*	7.7	12
O=C(C/C=N\OCc1ccc([N+](=O)[O-])cc1)Nc1ccc(F)cc1F	21	0	6	37	5	0	19	0.9	3
COc1ccc(CCNC(=O)CSc2nc(O)c(CC(C)C)c(=O)[nH]2)cc1OC	-1	0	2	15	11	3	1	2.0	1
COC(=O)c1ccccc1S(=O)(=O)N(CCCN1CCOCC1)Cc1cccs1	6	-4	11	4	14	0	22	1.7	0
Cc1ccc(NC(=O)C2CCCN(S(=O)(=O)c3cccs3)C2)cc1 (stereo not given)	2	1	8	19	18	0	-2	-2.2	0
